Assay outcomes from PubChem.
DDE Tn6 FP inh – inhibitors of Tn6 peptide binding to fibrin DD(E), primary screen, biochemical, fluorescence polarization, human fibrin, Tn6 probe; Fibrin DD(E) TRITC-Tn6 fluorescence polarization displacement; inhibition, % at 8.3 µM; 370,000 tested, 0.21% active; AID 720509, 2013;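 active = inhibition above a per-campaign cutoff: mean of compounds within control limits plus 3 SD, cut at about 15% in these data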;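 note: 0% = median of all compound wells on the plate and 100% = blocking peptide control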
Target sequence (P02675 whole entry, looked up): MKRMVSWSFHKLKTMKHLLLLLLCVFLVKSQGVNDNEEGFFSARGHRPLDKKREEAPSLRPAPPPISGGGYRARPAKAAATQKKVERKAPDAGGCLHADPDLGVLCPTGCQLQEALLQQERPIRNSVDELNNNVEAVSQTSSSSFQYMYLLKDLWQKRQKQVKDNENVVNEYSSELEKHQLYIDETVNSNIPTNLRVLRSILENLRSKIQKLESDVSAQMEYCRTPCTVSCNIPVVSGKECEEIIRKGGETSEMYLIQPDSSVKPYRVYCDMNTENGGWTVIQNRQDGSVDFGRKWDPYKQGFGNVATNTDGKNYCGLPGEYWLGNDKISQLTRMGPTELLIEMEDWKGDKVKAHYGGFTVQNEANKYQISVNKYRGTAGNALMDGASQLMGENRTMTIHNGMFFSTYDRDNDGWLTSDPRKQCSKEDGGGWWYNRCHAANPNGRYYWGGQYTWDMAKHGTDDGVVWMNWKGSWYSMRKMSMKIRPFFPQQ
ADAM17 inh – ADAM17 inhibitors, primary screen, biochemical, QFRET; recombinant ADAM17, EDANS/DABCYL FRET peptide cleavage; inhibition, % at 6.95 µM; 370,000 tested, 0.83% active;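 active = inhibition above the mean of compounds lying between control limits plus 3 SD, set per campaign, cut at about 8.5% in these data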;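 note: 0% = DMSO-only wells as the low control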
TDP2 inh – human TDP2 enzyme inhibitors, primary screen, biochemical, epi absorbance, recombinant enzyme | Tyrosyl-DNA phosphodiesterase 2 (Homo sapiens), O95551 | T5PNP hydrolysis, p-nitrophenol absorbance 415 nm | inhibition, % at 12.8 µM | 370,000 tested, 0.34% active;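 active = inhibition above the mean of all tested compounds plus 3 SD, set per campaign, cut at about 25% in these data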;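 note: 0% = DMSO with enzyme and 100% = buffer with substrate but no TDP2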
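Evaluation: % inhibition relative to enzyme-containing and enzyme-free wells. Material: recombinant human TDP2. Benchmarks: enzyme-free and DMSO wells. Timing: enzyme reaction with compound for 2 h at 37 °C. Compound dosing: 12.8 µM only. Measured by: p-Nitrophenol epi absorbance. Reagent: T5PNP substrate at 5 mM, a TopII-DNA adduct mimic. Replication: single well per compound.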
SIAE inh – human SIAE inhibitors, primary screen, biochemical, fluorescence polarization, FP-Rh probe, 1536-well HTS | SIAE FP-Rh probe binding | inhibition, % at 9.66 µM | 370,000 tested, 0.69% active;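 active = inhibition above a cutoff: mean of compounds within the control limits plus 3 SD of those, cut at about 17% in these data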;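 note: 0% = plate median of compound wells and 100% = probe without SIAE protein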
ADAM10 inh – human ADAM10 inhibitors, primary screen, biochemical, QFRET, HTS. inhibition, % at 7 µM. recombinant ADAM10, EDANS/DABCYL FRET peptide cleavage, 3 h. 370,000 tested, 0.62% active. AID 720582, 2013. Disintegrin and metalloproteinase domain-containing protein 10 (Homo sapiens), O14672;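 active = inhibition above a per-campaign cutoff equal to the mean of compounds falling between control-based bounds plus 3 SD, cut at about 20% in these data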;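 note: 0% = DMSO wells while the 100% control is not disclosed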
ARFGAP1 inh – inhibitors of rat ARFGAP1 GAP activity, primary screen, biochemical, fluorescence polarization, GDP tracer; inhibition, % at 16.5 µM; ADP-ribosylation factor GTPase-activating protein 1 (Rattus norvegicus), Q62848; Arfgap1-stimulated ARF1 GTP hydrolysis, GDP FP detection; AID 651572, 2012; 360,000 tested, 0.26% active;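 active = inhibition above a per-plate limit, mean inhibition of low control wells plus 3 SD, cut at about 25% in these data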;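 note: 0% = DMSO wells with enzyme and 100% = wells lacking Arfgap1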
Target sequence (Q62848 1-136 limits assumed): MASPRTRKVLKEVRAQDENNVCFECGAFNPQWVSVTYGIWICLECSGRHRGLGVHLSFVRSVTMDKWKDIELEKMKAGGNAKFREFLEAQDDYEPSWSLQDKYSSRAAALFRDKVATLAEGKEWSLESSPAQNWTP
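system = rat Arfgap1 catalytic domain, aa 1-136 | technique = FP, GDP Alexa 633 tracer displaced from anti-GDP antibody, 620/688 nm | compound = one concentration, 16.5 µM, DMSO 1.26% | medium = HEPES-based buffer, pH 7.5 | timing = compound-enzyme preincubation 20 min, reaction 120 min, detection 60 min, 25 °C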
Tn7 DDE FP – inhibitors of Tn7 peptide binding to fibrin DD(E), primary screen, biochemical, fluorescence polarization, human fibrin, Tn7 probe; Fibrinogen beta chain (Homo sapiens), P02675; FP displacement of FITC-Tn7 peptide from fibrin DD(E); 0% = median of compound wells per plate; inhibition, % at 8.3 µM; 370,000 tested, 0.13% active; AID 720508, 2013;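 active = inhibition above the mean of compounds falling within the control limits plus 3 SD of them, cut at about 14% in these data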;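 note: 0% = plate median of compound wells and 100% = 10 µM Aha-Tn7 peptide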
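Assay system: human fibrin DD(E). Input: DD(E) 2 µM final. Medium: Tris buffer with calcium and detergent, pH 7.8. Compound dosing: single point at 8.3 µM. Timing: 10 min plus 3 h, room temperature. Technique: fluorescence polarization of the labelled Tn7 tracer. Read-out: percent inhibition. Replicates: singlicate testing.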
ASAP1 inh – inhibitors of human ASAP1 ArfGAP activity, primary screen, biochemical, fluorescence polarization; 360,000 tested, 0.19% active; Arf-GAP with SH3 domain, ANK repeat and PH domain-containing protein 1 (Homo sapiens), …; inhibition, % at 16.5 µM; ASAP1-stimulated ARF1 GTP hydrolysis, GDP FP detection; in the data active = inhibition above about 25%;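 note: 0% = vehicle with enzyme and substrate and 100% = no enzyme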
Target sequence (Q9ULH1 325-724 limits assumed): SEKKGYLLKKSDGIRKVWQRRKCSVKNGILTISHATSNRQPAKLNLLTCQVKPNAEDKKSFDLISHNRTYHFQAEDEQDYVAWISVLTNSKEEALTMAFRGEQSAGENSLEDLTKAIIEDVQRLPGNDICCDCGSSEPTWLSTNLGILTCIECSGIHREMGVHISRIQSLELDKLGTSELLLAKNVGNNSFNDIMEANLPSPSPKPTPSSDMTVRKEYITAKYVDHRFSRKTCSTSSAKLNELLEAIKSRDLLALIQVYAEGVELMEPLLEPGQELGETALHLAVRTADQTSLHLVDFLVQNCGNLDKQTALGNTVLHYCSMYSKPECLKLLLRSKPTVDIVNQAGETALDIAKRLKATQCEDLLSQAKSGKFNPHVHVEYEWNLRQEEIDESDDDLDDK
PLCb3 inh – human PLC-beta3 inhibitors, primary screen, biochemical, fluorescence; 1-phosphatidylinositol 4,5-bisphosphate phosphodiesterase beta-3 (Homo sapiens), Q01970; Purified PLC-beta3, fluorogenic substrate; inhibition, % at 12.2 µM; 370,000 tested, 0.18% active; in the data active = inhibition above about 11%;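 note: 0% = median of compound wells on plate and 100% = full blocker control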
PLC-gamma1 inh – PLC-gamma1 enzyme inhibitors, primary screen, biochemical, fluorescence, purified enzyme; 1-phosphatidylinositol 4,5-bisphosphate phosphodiesterase gamma-1 (Homo sapiens), P19174; fluorogenic substrate; inhibition, % at 12.2 µM; 370,000 tested, 0.84% active; AID 720700, 2013; in the data active = inhibition above about 9.5%
* marks the source's active call; other numbers are inactive results; i = inactive; . = not tested or not shown. Rows were taken by chance (roughly 3.6% active in at least one column).

SMILES | DDE Tn6 FP inh | ADAM17 inh | TDP2 inh | SIAE inh | ADAM10 inh | ARFGAP1 inh | Tn7 DDE FP | ASAP1 inh | PLCb3 inh | PLC-gamma1 inh
CC(C)(C)C(=O)NCCN1C(=O)S/C(=C\c2ccc([N+](=O)[O-])cc2)C1=O | -8 | 5 | 1 | 5 | 4 | 2 | -8 | 22 | 7 | 2
Cn1c(SCC(=O)N2c3ccccc3Sc3ccccc32)nc2ccccc21 | 1 | 4 | -5 | -1 | 16 | 7 | 0 | -8 | 1 | 2
CCN(C(=O)CSc1nnc(-c2ccncc2)n1Cc1ccccc1)C1CCS(=O)(=O)C1 (configuration not stated) | -4 | 1 | 1 | 2 | -5 | -10 | 0 | -3 | -3 | -1
Cc1ccc(C2=NN=C(NC(=O)C(F)(F)F)SC2)cc1 | -5 | -6 | 4 | 2 | -5 | 10 | -2 | 8 | -10 | 0
O=c1oc2cc(O)ccc2cc1-c1nc2c(s1)CCc1ccccc1-2 | 0 | -184 | 8 | 19* | i | 2 | -3 | 5 | i | -400
COc1ccc(/C=C/CN2CCCC(C(=O)c3ccc(OC)c(F)c3)C2)cc1 (configuration not stated) | 7 | 0 | -10 | 5 | -6 | -1 | -1 | 3 | -4 | -3
CC(=O)NC(c1ccc(F)c(F)c1)c1nc(-c2cccc(C(F)(F)F)c2)cs1 (configuration not stated) | 5 | 2 | -4 | -2 | 9 | 3 | -3 | 1 | 1 | -1
CCC(C)(C)N1CC(=O)N(Cc2ccccc2)C(c2ccc(OC)cc2)C1=O (configuration not stated) | -1 | -1 | 6 | 8 | 5 | 10 | 2 | 2 | 1 | 1
O=C(Nc1ccc(F)cc1)C(CCc1ccccc1)N1CCN(Cc2c(F)cccc2Cl)CC1 (configuration not stated) | 2 | 3 | -3 | -6 | 10 | 3 | -7 | -5 | 3 | 4
C=CCN(Cc1ccc(Cl)s1)C(=O)c1cc(S(=O)(=O)N2CCOCC2)ccc1F | 1 | -1 | -10 | -2 | 0 | -7 | 2 | 10 | -4 | -4
C=CCOc1c(CNc2ncn[nH]2)cccc1OC | -3 | -3 | 6 | -1 | 3 | 0 | -1 | -4 | 0 | 1
O=C(CSc1ccc(-c2ccc(Cl)cc2)nn1)NC1CCCC1 | 2 | -2 | 11 | -5 | -2 | 10 | -9 | -17 | -9 | 1
O=C(COc1ccccc1Br)N1CCN(C(=O)c2ccco2)CC1 | 0 | 3 | -4 | 3 | -5 | 7 | 0 | 4 | -5 | 1
COc1ccc(NC(=O)Cc2ccc(Cl)cc2)cc1S(=O)(=O)N1CCCCC1 | 2 | 1 | -5 | -5 | 8 | 4 | 1 | -1 | -5 | 0
CCCc1c(C(=O)N/N=C/C=C/c2ccccc2)nnn1-c1nonc1N | 1 | -5 | 5 | -5 | -10 | 2 | 3 | -2 | 0 | 1
CCn1c(SCC(=O)Nc2ccc(N(C)C)cc2)nnc1C1CC1 | -2 | -3 | 1 | 5 | -13 | -3 | 6 | -6 | -3 | -3
COC(=O)c1c(C)[nH]c(C)c1C(C)=O | 2 | -1 | 3 | 2 | 2 | -2 | -2 | 0 | 3 | 5
CCC(=O)N1c2ccc(S(=O)(=O)NCCc3ccccc3)cc2CC1C (configuration not stated) | -1 | -1 | 4 | -3 | 3 | -1 | 8 | -16 | -11 | -2
O=C(NC1CCCC1)C1CCN(C(=O)c2ccc(Cl)cc2)CC1 | -1 | -1 | 4 | 0 | 1 | -13 | 5 | 2 | -7 | -1
CC(OC(=O)CCc1nc2ccccc2c(=O)[nH]1)C(=O)Nc1cccc(C(F)(F)F)c1 (configuration not stated) | -8 | 0 | -8 | -1 | -15 | 11 | 2 | 10 | 0 | -3

In the list so far, these have a CF3 group.
SMILES | DDE Tn6 FP inh | ADAM17 inh | TDP2 inh | SIAE inh | ADAM10 inh | ARFGAP1 inh | Tn7 DDE FP | ASAP1 inh | PLCb3 inh | PLC-gamma1 inh
Cc1ccc(C2=NN=C(NC(=O)C(F)(F)F)SC2)cc1 | -5 | -6 | 4 | 2 | -5 | 10 | -2 | 8 | -10 | 0
CC(=O)NC(c1ccc(F)c(F)c1)c1nc(-c2cccc(C(F)(F)F)c2)cs1 (configuration not stated) | 5 | 2 | -4 | -2 | 9 | 3 | -3 | 1 | 1 | -1
CC(OC(=O)CCc1nc2ccccc2c(=O)[nH]1)C(=O)Nc1cccc(C(F)(F)F)c1 (configuration not stated) | -8 | 0 | -8 | -1 | -15 | 11 | 2 | 10 | 0 | -3

(continued)
SMILES | DDE Tn6 FP inh | ADAM17 inh | TDP2 inh | SIAE inh | ADAM10 inh | ARFGAP1 inh | Tn7 DDE FP | ASAP1 inh | PLCb3 inh | PLC-gamma1 inh
CCOc1ccc(OCCOC(=O)CNC(=O)c2ccc(Cl)cc2Cl)cc1 | -1 | -1 | 12 | 5 | -5 | -7 | 7 | -10 | 3 | -1
COc1cc2c(cc1NC(=O)c1cccc(F)c1)CCCC2 | 0 | -1 | 4 | -5 | 2 | 1 | -4 | -8 | 3 | 1
CC(=O)c1c(C)[nH]c(C(=O)OCc2nc3ccsc3c(=O)[nH]2)c1C | 5 | -2 | 5 | -1 | -13 | 4 | 6 | -5 | -17 | -9
CC(C)c1ccc(N2C(=O)CC(Sc3ncn[nH]3)C2=O)cc1 (configuration not stated) | 1 | -2 | -4 | 0 | 6 | 3 | -3 | 6 | 2 | 6
CC1CCCC(C)N1CCCNC(=O)c1ccc2nc(N3CCCCC3)sc2c1 (configuration not stated) | -5 | -2 | 3 | 8 | -15 | 4 | -1 | 5 | 1 | -1
COc1ccc(NC(=O)COC(=O)c2ncc(Cl)c(Cl)c2Cl)c(OC)c1 | 0 | -5 | 10 | 4 | -3 | 1 | -2 | 6 | -2 | -1
COc1ccc(/C=C/C(=O)c2ccncc2)c2ccccc12 | -4 | 1 | 8 | -3 | 4 | 6 | 4 | 11 | -48 | -34
CCN(CC)c1ccc(/C=N/N2CCN(Cc3ccccc3Cl)CC2)c(O)c1 | -5 | -2 | -10 | 22* | -2 | 0 | -10 | -1 | -14 | -7
O=C(CCSCc1cccc(Cl)c1)NC1CCCC1 | -3 | 0 | -2 | -5 | -5 | -1 | 3 | -4 | 2 | 0
Cc1ccc2oc(=O)c3cnn(CC(=O)N4CCN(c5cccc(C(F)(F)F)c5)CC4)c3c2c1 | -1 | 0 | 1 | -3 | -9 | . | 8 | . | 1 | -4

Compound profiles (already shown).
Shown for COc1cc2c(cc1NC(=O)c1cccc(F)c1)CCCC2 = DDE Tn6 FP inh = 0; ADAM17 inh = -1; TDP2 inh = 4; SIAE inh = -5; ADAM10 inh = 2; ARFGAP1 inh = 1; Tn7 DDE FP = -4; ASAP1 inh = -8; PLCb3 inh = 3; PLC-gamma1 inh = 1
Shown for Cc1ccc2oc(=O)c3cnn(CC(=O)N4CCN(c5cccc(C(F)(F)F)c5)CC4)c3c2c1 = DDE Tn6 FP inh = -1; ADAM17 inh = 0; TDP2 inh = 1; SIAE inh = -3; ADAM10 inh = -9; ARFGAP1 inh = .; Tn7 DDE FP = 8; ASAP1 inh = .; PLCb3 inh = 1; PLC-gamma1 inh = -4
Shown for O=C(CCSCc1cccc(Cl)c1)NC1CCCC1 = DDE Tn6 FP inh = -3; ADAM17 inh = 0; TDP2 inh = -2; SIAE inh = -5; ADAM10 inh = -5; ARFGAP1 inh = -1; Tn7 DDE FP = 3; ASAP1 inh = -4; PLCb3 inh = 2; PLC-gamma1 inh = 0

(cont.)
SMILES | DDE Tn6 FP inh | ADAM17 inh | TDP2 inh | SIAE inh | ADAM10 inh | ARFGAP1 inh | Tn7 DDE FP | ASAP1 inh | PLCb3 inh | PLC-gamma1 inh
COc1ccc(-c2nc(C#N)c(NCCCn3ccnc3)o2)cc1OC | -7 | -324 | -4 | 11 | i | -1 | 2 | 2 | i | -487
COc1cc(C(=O)Nc2nc3ccc(S(=O)(=O)N4CCOCC4)cc3s2)cc(OC)c1OC | -8 | -5 | -4 | -24 | -18 | 13 | -3 | -3 | -86 | -61
COC(=O)c1ccc(NC(=O)c2c(Br)cnn2C)cc1 | 5 | -2 | -6 | 2 | -7 | -1 | 6 | -5 | -4 | 4
O=C(c1cccc(C(=O)N(c2ccccn2)C2CCCCC2)c1)N(c1ccccn1)C1CCCCC1 | 4 | -4 | 4 | 2 | -4 | 14 | -1 | 2 | -3 | 0
CCC(C)(C)n1nnnc1CN(Cc1cc2cc(OC)c(OC)cc2[nH]c1=O)C1CCCC1 | 1 | -115 | -2 | 1 | -375 | 6 | 1 | 7 | i | -418
Cn1c(CSCc2ccc(F)cc2)nnc1SCC(=O)Nc1nccs1 | -7 | -1 | -6 | -5 | -7 | 3 | -5 | 3 | -1 | 2
CCCCC(=O)N(C)c1c(CC)nc2c(OCc3ccc(C#N)cc3)cccn12 | 1 | -5 | -1 | -2 | -12 | 10 | -5 | -4 | -4 | -2
CC1=C(C(=O)N2CCOCC2)CC(CC(=O)NCCCN(C)C)C(=O)N1CCC1=CCCCC1 (configuration not stated) | 6 | -5 | 0 | 0 | -6 | 7 | 2 | -5 | -3 | -3
COC(=O)c1c(-c2cccc3ccccc23)csc1NC(=O)Cc1ccc(OC)c(OC)c1 | -8 | 10* | -7 | -2 | 17 | 1 | -1 | 0 | 0 | -2
Cc1ccc2c(c1)cc(CN(Cc1ccc3c(c1)OCO3)C(=O)c1cnccn1)c1nnnn12 | 2 | -1 | 9 | -1 | 3 | -8 | -2 | -3 | 4 | 2
CC1=C(C)[N+](=O)C2CCCCC2N1[O-] (configuration not stated) | 4 | -2 | 7 | -1 | 0 | 7 | -9 | -3 | 2 | 2
